IDE cell inh = human IDE inhibitors in live cells, primary screen, fluorescence polarization, HEK cells, FAbetaB substrate; Insulin-degrading enzyme (Homo sapiens), P14735; FAbetaB cleavage; inhibition, % at 5.59 µM; 320,000 tested, 0.41% active; AID 434962, 2010;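 active = percent inhibition above the average of all tested compounds plus 3 SD, set per screening campaign, cut at about 16% in these data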;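 also: IDE supplied by intact live HEK cells; FP after avidin binding of uncleaved biotin substrate so inhibition keeps polarization high; 0% = DMSO wells and 100% = 60 µM reference IDE inhibitor Ii1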
Target sequence (P14735 whole entry, looked up): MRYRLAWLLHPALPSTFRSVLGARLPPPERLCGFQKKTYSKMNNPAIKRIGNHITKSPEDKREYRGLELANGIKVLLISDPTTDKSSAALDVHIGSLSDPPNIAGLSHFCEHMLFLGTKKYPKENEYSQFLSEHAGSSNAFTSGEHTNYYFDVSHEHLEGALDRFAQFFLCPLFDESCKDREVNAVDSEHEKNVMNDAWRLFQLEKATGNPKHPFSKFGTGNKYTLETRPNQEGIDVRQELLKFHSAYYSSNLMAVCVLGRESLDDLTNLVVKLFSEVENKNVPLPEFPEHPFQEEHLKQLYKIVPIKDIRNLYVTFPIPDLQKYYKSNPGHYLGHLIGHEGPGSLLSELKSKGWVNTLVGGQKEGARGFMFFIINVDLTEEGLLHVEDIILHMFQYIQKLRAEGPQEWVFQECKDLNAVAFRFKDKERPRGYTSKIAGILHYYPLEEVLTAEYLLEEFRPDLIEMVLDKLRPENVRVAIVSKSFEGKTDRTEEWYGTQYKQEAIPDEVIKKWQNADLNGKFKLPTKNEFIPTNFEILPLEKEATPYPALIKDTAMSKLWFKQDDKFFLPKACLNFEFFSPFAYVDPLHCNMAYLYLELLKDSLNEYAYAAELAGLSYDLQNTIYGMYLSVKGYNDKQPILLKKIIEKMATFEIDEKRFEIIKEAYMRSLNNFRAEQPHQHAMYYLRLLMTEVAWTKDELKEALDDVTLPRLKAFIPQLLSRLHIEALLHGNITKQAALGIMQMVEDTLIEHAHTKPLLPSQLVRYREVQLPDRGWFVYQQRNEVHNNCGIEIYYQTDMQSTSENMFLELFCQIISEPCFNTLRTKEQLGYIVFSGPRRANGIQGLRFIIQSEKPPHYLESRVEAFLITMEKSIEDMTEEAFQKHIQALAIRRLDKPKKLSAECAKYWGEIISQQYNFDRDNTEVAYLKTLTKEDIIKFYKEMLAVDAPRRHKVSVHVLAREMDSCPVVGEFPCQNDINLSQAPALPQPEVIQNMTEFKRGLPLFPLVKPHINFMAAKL
IDE act = human IDE activators in live cells, primary screen, fluorescence polarization, HEK cells, FAbeta-B substrate | Insulin-degrading enzyme (Homo sapiens), P14735 | FAbeta-B cleavage; 0% vehicle, 100% cell-free pure enzyme wells | activation, % at 5.96 µM | 340,000 tested, 0.073% active | AID 493087, 2011;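 active = activation above the mean of all tested compounds plus 3 SD, set per screening campaign, cut at about 17% in these data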
Numbers without * were called inactive.

item	IDE cell inh	IDE act	SMILES
1	4	-3	CC(C)(C)[C@@H]1COC(=O)[C@@H](NC(=O)OCC2c3ccccc3-c3ccccc32)C/C=C\C[C@@H](CC(=O)NCCO)C(=O)N1
2	4	0	COc1ccccc1-c1nnc(SC(C)C(=O)Nc2ccc(C(N)=O)cc2)o1 (stereo not given)
3	0	2	COc1ccc2nc(SCC(=O)N(C)C3CCCCC3)[nH]c2c1
4	4	5	COc1cc2ccccc2cc1C(=O)NC1CCCC1
5	-4	0	CC(=O)c1ccc(S(=O)(=O)NCC(=O)Nc2nc3ccccc3[nH]2)cc1
6	-3	0	O=C(COC(=O)c1cc(=O)[nH]c2ccccc12)NCc1ccccc1
7	5	-1	Cc1ccc(NC(=O)/C=C/c2ccco2)cc1S(=O)(=O)N1CCCCCC1
8	3	-7	NS(=O)(=O)c1cccc(NC(=O)COC(=O)c2cc([N+](=O)[O-])ccc2N2CCCC2)c1
9	2	2	CCOC(=O)C1=C(C)NC(C)=C(C(=O)OCC)C1C(=O)OCC(=O)NC1CCCCC1
10	-2	0	Cc1cc(C)c(NC(=O)CSc2nc(=O)n3cc(C)ccc3n2)c(C)c1
11	2	1	CC(Sc1ncnc2sccc12)C(=O)Nc1ccc(S(N)(=O)=O)cc1 (stereo not given)
12	2	1	COc1ccc(S(=O)(=O)NC(C)C(=O)NCc2cccnc2)cc1C (stereo not given)
13	6	1	CC(OC(=O)CCOc1ccccc1)C(=O)NC1CC1 (stereo not given)
14	7	-1	CSCCC(NC(=O)COc1ccccc1)C(=O)N1CCCC(C(F)(F)F)C1 (stereo not given)
15	-1	-1	O=C(CSc1nnc(C2CC2)n1C1CC1)c1ccc(F)cc1
16	4	-2	O=S(=O)(c1ccccc1F)N1CCN(c2nc(-c3cccnc3)nc3ccccc23)CC1
17	5	-3	CC(Oc1cccc(Cl)c1)C(=O)Nc1cc(S(=O)(=O)N2CCOCC2)ccc1N1CCCCC1 (stereo not given)
18	1	-2	CC(C)Sc1nnc(SCC(=O)N(C)C2CCS(=O)(=O)C2)s1 (stereo not given)
19	1	8	O=C(c1csc2c1CCCC2)n1cccn1
20	-3	3	CCN(CC)c1ccc(N)cc1
21	-1	-2	Cn1c2c(c(=O)n1-c1ccccc1)CSCC2
22	1	2	Cc1ccc(-c2nc(C)sc2CC(=O)OCC(=O)Nc2ccc(F)c(Cl)c2)cc1
23	4	1	O=C(COC(=O)COc1ccccc1)Nc1ccc(Cl)cn1
24	5	-2	COc1ccc(NC(=O)c2cc(-c3ccc(C)o3)nc3ccccc23)cc1
25	-2	5	COc1ccc(-n2nnnc2CNC(=O)c2ccc3ccccc3c2)cc1
26	-3	14	CCN(CC(=O)Nc1c(F)cccc1F)C(=O)c1ccccn1
27	1	2	Cc1ccccc1OCC(=O)OCC(=O)NCC1CCCCC1
28	7	0	C[C@@H]1CN([C@H](C)CO)C(=O)c2cc(NC(=O)Cc3ccccc3)ccc2O[C@H]1CN(C)Cc1ccc(Oc2ccccc2)cc1
29	-2	4	O=C(Nc1ccncc1)c1cccc(S(=O)(=O)N2CCN(c3ccc(F)cc3)CC2)c1
30	-2	-2	O=C(CNc1cccc([N+](=O)[O-])c1)NC(=O)NC1CCCCC1
31	-4	5	c1ccc(COc2cncc(-c3cccnc3)c2)cc1
32	-2	2	CC(C)CNC(=O)C(=O)Nc1ccc2c(c1)N(S(=O)(=O)c1cccs1)CCC2
33	-5	5	Cc1ccc(C)c(C(=O)CCC(=O)NNC(=O)Cn2nc(C)cc2C)c1
34	2	3	CCCCn1c(N)c(N(CCOC)C(=O)CCCc2nc3ccccc3c(=O)[nH]2)c(=O)[nH]c1=O
35	22*	-17	CN(C)S(=O)(=O)c1cccc(NC(=O)CCc2nc3sc4c(c3c(=O)[nH]2)CCCC4)c1
36	-1	6	COC(=O)c1cc(S(=O)(=O)N2CCCCC2)ccc1N1CCOCC1
37	3	2	Cc1c(NC(=O)CSc2nc3ccccc3c(=O)n2C(C)C)c(=O)n(-c2ccccc2)n1C
38	-4	5	C#CCOCCOCCOCCNc1nc(N2CCOCC2)nc(N2CCN(C(=O)CCCCCCCCCCNC(=O)[C@@H](CCC(=O)O)n3cc(CCCCCN)nn3)CC2)n1
39	3	-3	CCN1C(=O)[C@H]2[C@@H](c3ccc(-c4ccc5c(c4)OCO5)c(OC)c3)N[C@@](Cc3ccccc3)(C(=O)OC)[C@H]2C1=O
40	-4	-2	COc1ccc2ccc(O)c(CN3CCN(S(=O)(=O)c4cccc(C(F)(F)F)c4)CC3)c2c1
41	8	-5	CC(=O)c1c(C)[nH]c(C(=O)COC(=O)c2c(-c3ccccc3)noc2C)c1C
42	5	1	CCCn1nc(C(=O)NNC(=O)CSCC(=O)Nc2cc(C)on2)c2ccccc2c1=O
43	-2	2	COc1cc(CCC(=O)NC2(C)CCS(=O)(=O)C2)cc(OC)c1OC (stereo not given)
44	0	3	O=C(NCC(O)c1ccc([N+](=O)[O-])cc1)C1=COCCO1 (stereo not given)
45	3	1	OCCN1CCN(CC/C=C2/c3ccccc3Sc3ccc(C(F)(F)F)cc32)CC1
46	8	0	O=C(COC(=O)c1ccc(Cl)nc1)NCCc1ccccc1
47	5	5	CC/C=C\C/C=C\C/C=C\CCCCCCCC(=O)O
48	3	-4	CC(C)(C)N1C(=O)[C@H]2[C@@H](c3ccc(Br)cc3)N3C(=O)N(c4cccc(F)c4)C(=O)[C@@]3(C)[C@H]2C1=O
49	6	1	CSc1ccccc1NC(=O)COC(=O)c1ccc(-n2nc(C)cc2C)cc1
50	0	0	CN(C(=O)c1ccc(NC(=O)Cc2ccc(NC(=O)C3CCN(C(=O)CCc4ccccc4)CC3)cc2)cc1)C1CC1

Continued:
item	IDE cell inh	IDE act	SMILES
51	-4	6	Cc1ccc(S(=O)(=O)N2CCN(C(=O)CSc3n[nH]c(N)n3)CC2)c(C)c1
52	-2	5	CCOc1ccc(S(=O)(=O)N(CC)CC)cc1NC(=O)CSCc1c(C)noc1C
53	5	0	N#Cc1ccc(S(=O)(=O)N2CCC(C(=O)Nc3cccc(C(=O)NC4CC4)c3)CC2)cc1
54	-3	-1	COc1cc2cnc(C3=CCCCC3)cc2cc1OC
55	2	4	CCOC(=O)N1CCN(C(=O)COC(=O)c2cc(C)ccc2C)CC1
56	6	3	COc1ccc(-c2cc3onc(-c4c(Cl)cccc4Cl)c3c(=O)n2C)cc1
57	5	1	CN1CCCN(C(=O)CNC(=O)c2ccc(Cl)cc2Cl)CC1
58	-4	1	CCOc1cc(N2CCOCC2)c(OCC)cc1NC(=O)c1[nH]c(C)c(C(C)=O)c1C
59	1	3	NC(=O)c1ccc(NC(=O)CN2CCN(S(=O)(=O)c3ccc4c(c3)OCCO4)CC2)cc1
60	-1	8	COc1ccc(C(=O)c2c3ccc(C(F)(F)F)cc3[n+]([O-])n2CCCC(N)=O)cc1

From compound 34 up to 60, copied from above:
item	IDE cell inh	IDE act	SMILES
34	2	3	CCCCn1c(N)c(N(CCOC)C(=O)CCCc2nc3ccccc3c(=O)[nH]2)c(=O)[nH]c1=O
35	22*	-17	CN(C)S(=O)(=O)c1cccc(NC(=O)CCc2nc3sc4c(c3c(=O)[nH]2)CCCC4)c1
36	-1	6	COC(=O)c1cc(S(=O)(=O)N2CCCCC2)ccc1N1CCOCC1
37	3	2	Cc1c(NC(=O)CSc2nc3ccccc3c(=O)n2C(C)C)c(=O)n(-c2ccccc2)n1C
38	-4	5	C#CCOCCOCCOCCNc1nc(N2CCOCC2)nc(N2CCN(C(=O)CCCCCCCCCCNC(=O)[C@@H](CCC(=O)O)n3cc(CCCCCN)nn3)CC2)n1
39	3	-3	CCN1C(=O)[C@H]2[C@@H](c3ccc(-c4ccc5c(c4)OCO5)c(OC)c3)N[C@@](Cc3ccccc3)(C(=O)OC)[C@H]2C1=O
40	-4	-2	COc1ccc2ccc(O)c(CN3CCN(S(=O)(=O)c4cccc(C(F)(F)F)c4)CC3)c2c1
41	8	-5	CC(=O)c1c(C)[nH]c(C(=O)COC(=O)c2c(-c3ccccc3)noc2C)c1C
42	5	1	CCCn1nc(C(=O)NNC(=O)CSCC(=O)Nc2cc(C)on2)c2ccccc2c1=O
43	-2	2	COc1cc(CCC(=O)NC2(C)CCS(=O)(=O)C2)cc(OC)c1OC (stereo not given)
44	0	3	O=C(NCC(O)c1ccc([N+](=O)[O-])cc1)C1=COCCO1 (stereo not given)
45	3	1	OCCN1CCN(CC/C=C2/c3ccccc3Sc3ccc(C(F)(F)F)cc32)CC1
46	8	0	O=C(COC(=O)c1ccc(Cl)nc1)NCCc1ccccc1
47	5	5	CC/C=C\C/C=C\C/C=C\CCCCCCCC(=O)O
48	3	-4	CC(C)(C)N1C(=O)[C@H]2[C@@H](c3ccc(Br)cc3)N3C(=O)N(c4cccc(F)c4)C(=O)[C@@]3(C)[C@H]2C1=O
49	6	1	CSc1ccccc1NC(=O)COC(=O)c1ccc(-n2nc(C)cc2C)cc1
50	0	0	CN(C(=O)c1ccc(NC(=O)Cc2ccc(NC(=O)C3CCN(C(=O)CCc4ccccc4)CC3)cc2)cc1)C1CC1
51	-4	6	Cc1ccc(S(=O)(=O)N2CCN(C(=O)CSc3n[nH]c(N)n3)CC2)c(C)c1
52	-2	5	CCOc1ccc(S(=O)(=O)N(CC)CC)cc1NC(=O)CSCc1c(C)noc1C
53	5	0	N#Cc1ccc(S(=O)(=O)N2CCC(C(=O)Nc3cccc(C(=O)NC4CC4)c3)CC2)cc1
54	-3	-1	COc1cc2cnc(C3=CCCCC3)cc2cc1OC
55	2	4	CCOC(=O)N1CCN(C(=O)COC(=O)c2cc(C)ccc2C)CC1
56	6	3	COc1ccc(-c2cc3onc(-c4c(Cl)cccc4Cl)c3c(=O)n2C)cc1
57	5	1	CN1CCCN(C(=O)CNC(=O)c2ccc(Cl)cc2Cl)CC1
58	-4	1	CCOc1cc(N2CCOCC2)c(OCC)cc1NC(=O)c1[nH]c(C)c(C(C)=O)c1C
59	1	3	NC(=O)c1ccc(NC(=O)CN2CCN(S(=O)(=O)c3ccc4c(c3)OCCO4)CC2)cc1
60	-1	8	COc1ccc(C(=O)c2c3ccc(C(F)(F)F)cc3[n+]([O-])n2CCCC(N)=O)cc1

Next part:
item	IDE cell inh	IDE act	SMILES
61	7	3	CCN(CC(=O)Nc1cc(Cl)ccc1C)C(=O)C1CC(=O)N(Cc2ccccc2)C1 (stereo not given)
62	3	-1	CCCCCN(C(=O)CCC(=O)OCCOc1ccc(OC)cc1)c1c(N)n(CCCC)c(=O)[nH]c1=O
63	1	0	COC(=O)C1=C[C@@H](C(=O)OC)C2C3=C(C(=O)C24CCCCC4)[C@H](C)n2c(=O)n(-c4ccccc4)c(=O)n2[C@@H]3C1 (stereo not given in full)
64	1	6	C/C=C/c1ccc(OCC(=O)N(CCOC)c2c(N)n(CCCC)c(=O)[nH]c2=O)c(OC)c1
65	1	2	Cc1ccc2nc(-c3ccccc3)cc(C(=O)N3CCN(c4ccccc4O)CC3)c2c1
66	3	0	O=C(NCc1ccccc1)C1=C[C@@H](c2ccc(C(F)(F)F)cc2)C[C@@H](OCCCCO)O1
67	6	3	CCCN(Cc1nnc(-c2cccs2)o1)C(=O)c1cc(S(=O)(=O)N2CCOCC2)ccc1C
68	1	4	CN(Cc1cccs1)C(=O)c1cc(S(=O)(=O)N2CCOCC2)ccc1N1CCCC1
69	5	-3	Cc1ccc(SCC(=O)Nc2cc(S(=O)(=O)N3CCCCC3)ccc2C)cc1
70	-3	-5	Cc1nc(SCC(=O)Nc2ccc3[nH]c(=O)[nH]c3c2)nc(C)c1C
71	8	0	Cc1ccc(NC(=O)c2cccc(S(=O)(=O)N3CCCC3)c2)nc1
72	0	3	CN(C)N1C(=O)CC(C)(c2ccc([N+](=O)[O-])cc2)C1=O (stereo not given)
73	-1	3	O=C(CCS(=O)(=O)c1ccc(Cl)cc1)NC1CCCC1
74	-3	2	O=S(=O)(Nc1ccc2cn[nH]c2c1)c1ccc(C(F)(F)F)cc1
75	-5	7	O=C(OCC(=O)N1CCC(c2ccccc2)=N1)c1ccc([N+](=O)[O-])s1
76	-2	0	COc1ccc(CN2CCN(C(=O)CCC(=O)c3ccc(C)s3)CC2)cc1OC
77	7	3	COc1ccc2oc(C(=O)Nc3nccs3)c(C)c2c1
78	1	-2	CCc1ccc(C(=O)CCC(=O)Nc2ccc(OC)c(S(=O)(=O)N3CCCCC3)c2)cc1
79	3	2	COc1ccc(NC(=O)CN(C)C(=O)c2cn(-c3ccccc3)nc2-c2ccc(Cl)cc2)cc1
80	4	6	Cc1ccc(NC(=O)COC(=O)CCNS(=O)(=O)c2c(Cl)cccc2Cl)cc1
81	-3	-3	Cc1cc(C)c(S(=O)(=O)N2CCN(C(=O)C3COc4ccccc4O3)CC2)c(C)c1 (stereo not given)
82	-2	0	CC(C)c1ccc(S(=O)(=O)N2CCN(C(C)C(=O)NC3CCCC3)CC2)cc1 (stereo not given)
83	-3	-2	CN(CC(=O)Nc1ccc(F)cc1)C(=O)COC(=O)Cc1cccs1
84	4	3	Cc1ccc(S(=O)(=O)N(C)CC(=O)NCCCn2nc(C)cc2C)cc1
85	4	2	O=C(Cc1ccc(Cl)cc1)NCCS(=O)(=O)N1CCN(c2ccccc2)CC1
86	1	3	CSc1ccc(S(=O)(=O)NCC(=O)OC2CCOC2=O)cc1[N+](=O)[O-] (stereo not given)
87	0	6	Cc1cccn2c(=O)nc(SCC(=O)N3CCC(C)CC3)nc12
88	1	2	COc1ccc([C@H]2/C=C\CN(C(=O)c3ccc(C)cc3)[C@@H](C)C(=O)N2Cc2ccc(F)cc2)cc1
89	-3	2	Cc1nc(Cc2nnc(SCC(=O)Nc3c(C)cccc3C)o2)cs1

High-throughput results (PubChem)

This is a subset; rates above refer to the full screens.
